4MU fluor: 4-MU region autofluorescence; max dye-equivalent concentration, M; hit rate 11% among 59,000; compound autofluorescence, 340/450 nm, 4-MU equivalents; stronger effect = higher value; in the data active = max dye-equivalent concentration above about 10 nM; inconclusive = mostly about 1.1 nM to 9.6 nM
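Compounds in 100 mM Tris, pH 8.0, sat 15 min at room temperature before fluorescence was read at 340 nm excitation/450 nm emission; a per-plate six-point 4-MU standard curve converted signals to dye-equivalent concentration at each compound concentration.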
HADH2 inh: blocks human hydroxyacyl-CoA dehydrogenase type II; Q99714; recombinant HADH2, NADH fluorescence, beta-hydroxybutyryl-CoA; Potency, µM (series often up to 57.1 µM), for inactives: at the top dose activity change, negative = inhibition, hits mostly inhibitors; hit rate 3.4% among 73,000; AID 886; also: potency is read from the fitted curve at half-maximal effect; % is scaled to controls: 0 for no effect and ±100 for the full control effect; nearly all actives have a fitted effect of over 60% in size; many of its hits are not listed in these tables
Target sequence (Q99714 whole entry, looked up, one chain of several): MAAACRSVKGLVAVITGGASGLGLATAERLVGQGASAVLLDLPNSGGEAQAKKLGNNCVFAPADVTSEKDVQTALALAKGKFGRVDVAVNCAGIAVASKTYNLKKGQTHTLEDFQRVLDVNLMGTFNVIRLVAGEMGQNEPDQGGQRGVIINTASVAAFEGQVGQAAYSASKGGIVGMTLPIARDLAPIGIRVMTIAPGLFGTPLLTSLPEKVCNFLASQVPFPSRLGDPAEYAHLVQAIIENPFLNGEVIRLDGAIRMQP
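Read-out: 360 nm excitation, 450 nm emission, kinetic over 4 min. Conditions: His-tagged human HADH2 20 nM, pH 9.0 Tris with Tween-20, 1 mM NAD+, 90 uM beta-hydroxybutyryl-CoA.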
Pol III holo inh: blocks replication by bacterial DNA polymerase III holoenzyme; reconstituted DNA polymerase III holoenzyme replication, biochemical; Potency, µM (series often up to 57.1 µM), without a hit: top-dose activity change, negative = inhibition; hit rate 0.25% among 71,000; also: potency is read from the fitted curve at half-maximal effect; % is scaled to controls: 0 for no effect and ±100 for the full control effect
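Reconstituted *E. coli* holoenzyme (0.35 nM Pol III, 1 nM beta, 154 nM SSB, 2 nM primase) was preincubated with compound for 15 min at RT. Synthesis on 1.4 nM ssM13Gori ran 35 min, then was stopped with PicoGreen/EDTA and read as dsDNA fluorescence.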
Fluorescein fluor: compound autofluorescence in fluorescein spectral region | Compound autofluorescence, 480/540 nm, fluorescein-equivalent; stronger effect = higher value | max fluorescein-equivalent concentration, M | hit rate 0.91% among 59,000 | AID 593; in the data active = max fluorescein-equivalent concentration above about 10 nM; inconclusive = between about 1.1 nM and that limit
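First, buffer (100 mM Tris, pH 8.0) dispensed; second, compounds and fluorescein standards pinned in; third, 15 min room-temperature incubation; finally, imaging at ex 480 nm/em 540 nm. Fluorescence normalized against the six-point fluorescein curve.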
UbGFP stabilizer: inhibits proteasome, raising ubiquitin-GFP reporter fluorescence | Potency, µM (doses to about 45.9 µM), without a hit: at the highest dose activation (GFP accumulation), actives largely listed as activators | 67,000 tested, under 10 active | Ubiquitin-GFP reporter cells, proteasome inhibition, GFP fluorescence; response scale: untreated = 0%, 10 µM MG-132 = 100%; active = well fitted activation curve with a large enough effect, not every such curve was filed as active; inconclusive = small, poorly fitted or top-dose-only effect, or another doubt; inactive = no such curve, though single readings can be large or run the other way; also: potency is read from the fitted curve at half-maximal effect
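Proteasome block read as GFP accumulation: ubiquitin(G76V)-GFP U2OS cells exposed to compound (2.9 nM–46 uM) for 4 hr at 37 C. Normalization used untreated cells as 0% and 10 uM MG-132 as 100%; concentration-response curves fitted.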
Texas Red fluor: Texas Red region autofluorescence; hit rate 0.06% among 59,000; max dye-equivalent concentration, M; AID 587; Compound fluorescence, Texas Red channel, 547/618 nm; stronger effect = higher value; in the data active = max dye-equivalent concentration above about 10 nM; inconclusive = between about 1.1 nM and that limit
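Texas Red-region profiling: compounds in 100 mM Tris pH 8.0 were read at 547/618 nm after 15 min at room temperature. Intensities were normalized against a six-point Texas Red standard series to give dye-equivalent concentration.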
Hsp90 Hop PPI: changes Hsp90-Hop TPR2A binding signal, up or down | AlphaScreen TPR2A-His6 binding biotin-Hsp90 C-terminal peptide | Potency, µM (titrated, usually from 57 µM), inactives show at the highest dose activity change, negative = inhibition | hit rate 0.44% among 71,000 | AID 595; active = well fitted curve in either direction with a large enough effect; inconclusive = small, poorly fitted or top-dose-only effect, or another doubt; also: potency is read from the fitted curve at half-maximal effect; % is scaled to controls: 0 for no effect and ±100 for the full control effect; many of its hits are not listed in these tables
GFP derepression: epigenetic modulators derepressing GFP locus in mouse cells | hit rate 0.09% among 68,000 | Potency, µM (series often up to 46.1 µM), without a hit: at the highest dose GFP derepression (activation) | AID 597 | mouse C127i GFP locus derepression, cytometry, 30 h; also: % of control where 0% means no effect
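Locus derepression in mouse mammary C127i cells whose integrated CMV-GFP reporter is normally silent; GFP expression after 30 h compound treatment was quantified by counting fluorescent cells.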
Rhodamine autofl: rhodamine region autofluorescence; Rhodamine-region fluorescence, 547/598 nm, Tris buffer; stronger effect = higher value; max dye-equivalent concentration, M; hit rate 0.05% among 59,000; AID 594; in the data active = max dye-equivalent concentration above about 11 nM; inconclusive = between about 1.1 nM and that limit
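Compound fluorescence in 100 mM Tris, pH 8.0, read after 15 min at room temperature with 547 nm excitation and 598 nm emission. Output is dye-equivalent concentration from an on-plate rhodamine standard series.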
HBB splice mod: hemoglobin beta splicing modulation; Potency, µM (series often up to 46.1 µM), without a hit: at the highest dose activation, actives largely listed as activators; hit rate 0.06% among 65,000; HBB splicing reporter cell assay, activation; EGFP reporter with mutant IVS2-654 intron; response scale: normalised to 500 nM splice-correcting PNA; also: potency is read from the fitted curve at half-maximal effect; 0% is about no effect
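HeLa cells stably expressing EGFP interrupted by mutant beta-globin intron 2 (IVS2-654), 500/well in 2% FCS. Treated with compound for 2 days at 37C. Splicing correction scored as total well GFP intensity (488 nm excitation, 500-520 nm emission); 500 nM antisense PNA served as control.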
15-hLO inh: inhibitors of human 15-lipoxygenase (ALOX15); P16050; purified 15hLO-1, xylenol orange hydroperoxide absorbance; Potency, µM (top dose mostly 57.1 µM), for the others: at the highest dose activity change, negative = inhibition, hits mostly inhibitors; hit rate 1.4% among 74,000; also: potency is read from the fitted curve at half-maximal effect; % is scaled to controls: 0 for no effect and ±100 for the full control effect; nearly all actives have a fitted effect of over 55% in size
Target sequence (P16050 whole entry, looked up): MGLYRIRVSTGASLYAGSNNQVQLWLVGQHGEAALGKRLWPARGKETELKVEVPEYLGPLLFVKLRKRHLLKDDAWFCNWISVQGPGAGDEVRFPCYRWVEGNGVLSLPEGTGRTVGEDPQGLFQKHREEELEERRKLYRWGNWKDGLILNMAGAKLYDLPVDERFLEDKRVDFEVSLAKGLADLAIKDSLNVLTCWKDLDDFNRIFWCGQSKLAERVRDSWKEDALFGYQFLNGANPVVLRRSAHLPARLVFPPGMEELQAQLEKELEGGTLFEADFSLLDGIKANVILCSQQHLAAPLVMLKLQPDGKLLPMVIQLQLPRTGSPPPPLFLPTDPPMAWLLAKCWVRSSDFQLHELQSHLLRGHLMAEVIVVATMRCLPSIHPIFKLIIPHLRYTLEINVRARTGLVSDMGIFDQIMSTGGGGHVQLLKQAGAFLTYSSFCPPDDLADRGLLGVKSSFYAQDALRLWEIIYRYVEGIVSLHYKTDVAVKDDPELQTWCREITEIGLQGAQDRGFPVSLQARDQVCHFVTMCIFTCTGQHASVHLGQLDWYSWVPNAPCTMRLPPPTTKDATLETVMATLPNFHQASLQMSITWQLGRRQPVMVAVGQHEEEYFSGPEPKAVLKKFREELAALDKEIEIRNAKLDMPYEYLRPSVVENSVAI
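Purified human 15hLO-1 (40 nM) in 25 mM Hepes pH 7.5, 0.01% Triton X-100, preincubated 15 min RT with compound, then 50 uM arachidonic acid for 6 min. Hydroperoxide read by ferrous/xylenol orange, 30 min; 573/405 nm absorbance ratio gave progress.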
Numbers without * were called inactive; i = inactive; ? = inconclusive; . = no result given; [ ] = dose if it differs, or a comment. Unless noted, calls follow the shape of the dose curve; as a rule, active = well fitted curve in the direction sought with a large enough effect; inconclusive = small, poorly fitted or top-dose-only effect, or another doubt; inactive = no such curve, though single readings can be large; an effect the other way counts as inactive or inconclusive. These rows are one share of the data; rates above refer to the full screens.

SMILES,GFP derepression,Fluorescein fluor,Rhodamine autofl,15-hLO inh,UbGFP stabilizer,Texas Red fluor,4MU fluor,Pol III holo inh,Hsp90 Hop PPI,HBB splice mod,HADH2 inh
CN1CCN(C(c2cccc(C(F)(F)F)c2)c2nnnn2Cc2ccccc2)CC1 (stereo unspecified),8%,i,i,3%,3%,?,i,1%,-2%,-0.2%[57.5 µM],2%
CCOC(=O)CNC(=O)c1sc2nc(C)cc(C)c2c1N,-2%,i,i,-4%,-3%,i,2e-07M*,1%,-1%,-1.6%[57.5 µM],-13%
Cc1csc(SCCN2C(=O)c3ccccc3C2=O)n1,0%,i,i,6%,3%,i,i,-4%,2%,-0.1%,-5%
O=C(O)C1CC(=O)n2c(nc3ccccc32)S1 (stereo unspecified),0%[20.6 µM],?,i,.,.,i,i,.,.,.,.
CC(=O)Nc1ccc(N2CCN(C(=O)c3cccs3)CC2)cc1,1%,i,i,6%,6%,?,i,-5%,-4%,.,-1%
CCC(=O)N1CCc2cc(S(=O)(=O)NC(CC(C)C)C(=O)N3CCc4ccccc43)ccc21 (stereo unspecified),2%,?,i,5%,.,?,i,-5%,-7%,1.5%[0.369 µM],7%
Cc1ccc(-c2noc(CCC(=O)NCC3CCN(Cc4cccc(C)c4)CC3)n2)cc1,6%,i,i,-15%,2%,i,i,-1%,-11%,0.6%,-4%
COc1ccc2c(c1OC)C(=O)OC2Nc1ccccc1S(=O)(=O)C(F)F (stereo unspecified),0%,i,i,8%,4%,i,i,13%,2%,-0.3%[57.5 µM],16%
Nc1nnc2c(n1)CCCC2,0%,?,i,-23%,5%,?,i,-4%,-13%,-0.5%,-5%
CSc1nc(N2CCOCC2)c2c3c(sc2n1)CCC3,0%,i,i,-5%,6%,i,i,-2%,0%,1.9%,-9%
CCN(CC)CCN1C(=O)C(O)=C(C(=O)c2ccco2)C1c1ccccn1 (stereo unspecified),-7%[20.6 µM],?,i,.,.,i,?,.,.,.,.
COc1ccc(-c2nnn(CC(=O)N(CCO)C(C(=O)NC3CCCC3)c3ccc(F)cc3)n2)cc1 (stereo unspecified),0%,i,i,2%,-1%,?,i,5%,-3%,1.4%,0%
COc1ccccc1CNCCCCCCNCCCCCCCCNCCCCCCNCc1ccccc1OC,-2%,?,i,20%,-5%,i,i,9%,-23%,-0.1%,10%
COc1ccc(S(=O)(=O)N(C)CC(=O)Nc2ccc(F)cc2)cc1,3%,i,i,-1%,-2%,?,i,0%,5%,-0.4%,9%
Cc1cc(Nc2ccc3ccccc3c2)n2ncnc2n1,-2%[20.6 µM],?,i,.,.,i,i,.,.,.,.
Brc1ccc(Nc2c3c(nc4ncnn24)CCC3)cc1,?,i,i,18%,5%,i,i,-5%,-3%,.,9%
Cn1nnnc1SCC(=O)Nc1ccc(Br)cc1Cl,1%,i,i,-5%,2%,i,i,-1%,-1%,5.9%,-1%
C=CCNc1nc(-c2sc(NC(=O)CC)nc2C)cs1,6%,i,i,-24%,3%,?,i,-2%,-13%,-0.7%,?
COc1cccc(NC(=O)CN(c2ccc(C)cc2)S(=O)(=O)c2c(C)nn(C)c2C)c1,1%,i,i,-1%,4%,i,i,6%,-3%,1.8%,-4%
Cc1ccc(-c2csc3nnc(SCC(=O)Nc4cccc(C)n4)n23)cc1,-4%,i,i,14%,1%,i,i,0%,-18%,7.4%,?
COc1ccc(NC(=O)CSc2nc(-c3ccncc3)nn2CC(=O)N2CCCC2)cc1,-1%,?,i,3%,3%,i,i,58%,-4%,-4.5%,2%
C[C@H](C(=O)O)c1n[nH]c(=O)c2ccccc12,4%,?,i,6%,6%,?,i,-1%,1%,1.6%[1.84 µM],9%
CC1CC(C)(C)CC2(C1)NC(=O)N(CC(=O)NCC(c1ccco1)N1CCCCC1)C2=O (stereo unspecified),2%,?,i,-3%,-1%,i,?,-3%,1%,-5.8%,-9%
Cc1ccc2c(c1)nnn2C1CCN(S(=O)(=O)c2ccc(C(=O)NC3CCCC3)cc2)CC1,-2%,?,i,0%,-5%,i,i,0%,-2%,.,14%
O=C(c1ccc(=O)[nH]c1)N(Cc1ccco1)C1(C(=O)NC2CCCCC2)CCCCC1,-2%,i,i,0%,13%,i,i,-5%,-11%,-0.8%,5%
O=S(=O)(O)c1cc(O)c2c(O)c(N=Nc3cccc4ccccc34)c(S(=O)(=O)O)cc2c1,-2%[9.22 µM],i,i,18%[11.4 µM],-3%[9.17 µM],?,1.3e-08M*,-6%[11.4 µM],?,3.3%[9.22 µM],-1%[11.4 µM]
CN1CC(=O)N(CC(=O)Nc2ccc(Cl)c(C(F)(F)F)c2)C1=O,3%,i,i,-2%,-4%,i,i,4%,3%,-2.4%,5%
CCc1cc(Cl)c(OC)c(C(=O)NC[C@@H]2CCCN2CC)c1O,3%[20.6 µM],i,i,1%[25.6 µM],-10%[20.5 µM],i,i,-3%[25.6 µM],-4%[26 µM],-0.2%[20.6 µM],-3%[25.6 µM]
CCC(=O)c1ccc2c(c1)N(CCCN(C)C)c1ccccc1S2,1%,i,i,2%,0%,?,i,-7%,-2%,-0.5%,?
CCC(C)(C)n1nnnc1CN1CCC(c2nc3ccc(C)cc3[nH]2)CC1,-1%,i,i,3%,8%,i,i,-8%,-3%,.,10%
COc1cc(/C=N/n2c(SC)nnc(C(C)(C)C)c2=O)ccc1O,-3%,.,.,-10%,12%,.,.,-9%,-3%,0.9%[9.22 µM],-11%
CC1=C(C(=O)OC(C)C)C(C)C(C(=O)OC(C)C)=C(C)N1,0%,i,i,2%,-3%,i,5.8e-08M*,1%,7%,-0.2%,-19%
Cc1nc2ccccc2c2c1C(=O)N(CCC1=CCCCC1)C2=O,0%,i,i,-12%,1%,i,?,2%,-10%,-0.9%,34%[activator]
CCCCOc1ccc(C(C)(O)CCN2CCOCC2)cc1 (stereo unspecified),3%,i,i,2%,4%,i,i,2%,2%,.,10%
CCn1nc(C(=O)O)c(=O)c2cc3c(cc21)OCO3,0%[20.6 µM],?,i,-8%,0%,i,?,-8%,-10%,1.6%[20.6 µM],-11%
Clc1ccc(Cn2ncc3c(NCCN4CCOCC4)ncnc32)cc1,5%,i,i,9%,-1%,i,i,-3%,-2%,0.2%,3%
Cn1cccc1Cc1nnc(SCC(=O)N2CCCCCC2)n1CCc1ccccc1,-3%,.,.,-26%,-2%,.,.,3%,-12%,-0.1%,-5%
Cc1ccc(Cl)cc1,.,.,.,-5%,.,.,.,-6%,-2%,0.0%,-1%
O=C(O)CC(NC(=O)COc1ccc(Cl)cc1Cl)C(=O)O (stereo unspecified),0%[20.6 µM],i,i,.,.,i,i,.,.,.,.
Cn1c(=O)c(C(=O)Nc2ncccn2)c(O)c2ccccc21,0%,.,.,5%,-2%,.,.,-4%,-9%,-0.4%,26%
CCOC(=O)c1[nH]c2ccc(OC)cc2c1NC(=O)C(C)N1CCC2(CC1)OCCO2 (stereo unspecified),2%,i,i,12%,.,i,1.5e-07M*,-6%,5%,0.9%[0.369 µM],?
COc1ccc(C(C(O)C(=O)c2c[nH]c3ccccc23)N2CCN(c3ccccc3)CC2)cc1 (stereo unspecified),-3%,i,i,-6%,-5%,i,i,6%,-17%,-0.2%[57.5 µM],11%
CC1CC(C)CN(CCCNC(=O)c2cn(C)c3ccc(S(=O)(=O)N4CCCC4)cc3c2=O)C1 (stereo unspecified),4%,i,i,-8%,-7%,i,i,0%,-4%,-3.1%,-2%
CC1=C(/C=C\C(=O)O)C(C)(C)CCC1,-2%[9.22 µM],i,i,-1%[11.4 µM],-4%[9.17 µM],i,i,-6%[11.4 µM],0%[11 µM],2.8%[9.22 µM],7%[11.4 µM]
O=C1C=C(NCc2ccco2)CC(c2ccc(Cl)cc2)C1 (stereo unspecified),8%,.,.,-2%,-5%,.,.,1%,-5%,-1.1%,8%
CC(C)CC(=O)N1CCN(C(=O)c2cccc(F)c2)CC1,-4%,.,.,2%,6%,.,.,-6%,-3%,-3.4%,7%

Compound activity as filed in PubChem BioAssay.
